# OX1R antag-1 – antagonists of human orexin 1 receptor. hit rate 0.43% among 330,000. CHO/OX1R cells, Fluo-8 calcium fluorescence, orexin A. AID 434989. inhibition, % at 5 µM;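 active means inhibition above its plate's threshold, mean inhibition of all tested compounds on the plate plus 3 SD, cut at about 37% in these data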;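 further: 0% = orexin A challenge wells and 100% = SB-334867-A antagonist wells; not every result past the cut was called active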
# Target sequence (O43613 whole entry, looked up): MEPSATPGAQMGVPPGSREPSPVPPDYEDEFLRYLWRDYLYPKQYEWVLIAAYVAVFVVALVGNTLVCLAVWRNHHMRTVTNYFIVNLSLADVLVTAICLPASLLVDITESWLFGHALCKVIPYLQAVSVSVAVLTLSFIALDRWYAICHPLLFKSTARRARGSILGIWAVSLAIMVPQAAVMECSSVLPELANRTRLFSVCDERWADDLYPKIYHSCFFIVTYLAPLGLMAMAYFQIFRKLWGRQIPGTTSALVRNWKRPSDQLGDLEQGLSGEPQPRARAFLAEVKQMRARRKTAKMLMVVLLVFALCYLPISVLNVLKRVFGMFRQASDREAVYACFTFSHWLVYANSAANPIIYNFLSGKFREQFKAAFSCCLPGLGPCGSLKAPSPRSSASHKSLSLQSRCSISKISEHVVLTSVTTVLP
# OX1R antag-2 – blocks the human orexin 1 receptor. O43613. OX1R-expressing cells, FRET antagonist read-out. inhibition, % at 6.6 µM. hit rate 1.8% among 330,000. AID 485270; in the data active means inhibition mostly above about 38%, no sharp cut-off; inactive means mostly below about 40%;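 further: 0% = agonist challenge alone and 100% = reference antagonist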
# * = called active by the depositor. Rows are unselected; overall some 2% were active at least once.
SMILES,OX1R antag-1,OX1R antag-2
C=CCN1C(=O)C(CC(=O)O)S/C1=N/N=C/c1ccc(N(CC)CC)cc1 (centres undefined),-2.8,14.3
Cc1cc(-n2c(C)cc(C(=O)COc3cc(F)ccc3[N+](=O)[O-])c2C)no1,-4.9,27.0
CCC(C(=O)NCc1ccco1)N(Cc1cccs1)C(=O)CNS(=O)(=O)c1ccccc1 (centres undefined),-25.9,9.3
COc1ccc(OC(C)c2nnc(N)s2)cc1 (centres undefined),-2.7,7.6
COc1ccc(-n2cnnc2SCCC#N)cc1,-14.0,-0.9
CCOC(=O)C(NC(=O)NCc1ccccc1)(OCC)C(F)(F)F (centres undefined),-0.9,10.3
COc1cccc(CNC(=O)Nc2cccs2)c1,-10.2,5.4
COc1ccc(NC(=O)COC(=O)CCCOc2ccc(Cl)cc2Cl)cc1,-11.9,29.2
Cc1nn(-c2ccccc2)c2c1C(c1cccnc1)N1C=C(S(=O)(=O)N3CCCCC3)C=CC1=N2 (centres undefined),-39.6,0.3
CC(C)Nc1nc(Cl)nc(NCCOc2ccccc2)n1,-21.3,16.7
COc1cc(N)c(C(=O)c2nccc3cc(OC)c(OC)cc23)cc1OC,-9.8,8.8
N#Cc1ccc(/C=C/C(=O)c2ccccc2)cc1,-14.9,13.8
NC(=O)C1CCN(c2ccc(S(=O)(=O)N3CCCCC3)cn2)CC1,8.4,10.7
COc1ccc([C@H]2CC(=O)C=C(c3ccc(C)c4ccccc34)C2)cc1,-20.0,-3.2
CCOc1cc(NC(=O)c2ccccc2[N+](=O)[O-])c(OCC)cc1NC(=O)CC(C)C,-27.7,4.8
Cc1cc(SCC(=O)N2CCN(C(=O)c3ccco3)CC2)c(C)cc1Br,-26.6,8.5
COc1ccc(-c2cnnc(N/N=C/c3ccc(OC)c(OC)c3)n2)cc1,-17.7,21.7
CN(C)[C@@H]1CCC[C@@H]1OC(=O)C(c1ccccc1)c1ccccc1,-29.8,3.0
CCNc1ccc(C(=O)OCC(=O)c2cc(C)n(Cc3ccc4c(c3)OCO4)c2C)cc1[N+](=O)[O-],-10.0,21.1
Cc1cccc(CSc2cccc3cccnc23)c1,5.2,11.5
CCn1c(=O)cc(SCC(=O)N2CCN(c3ccccc3OC)CC2)c2ccccc21,-23.2,4.3
CCOC(=O)c1cc(C#N)c(=S)[nH]c1C,-15.9,20.7
CC(C)n1c2ccccc2c2nnc(SCC(=O)Nc3ccccc3C(=O)O)nc21,2.7,10.3
Oc1ccc2ccccc2c1/C=N/Nc1nnc(-c2ncc[nH]2)c2ccccc12,-4.1,2.6
COc1ccc(NS(=O)(=O)c2cc3c(cc2C)N(C)CCO3)cc1,-28.8,7.8
Cc1ccc(NC(=O)N2CCCC2C(=O)NCc2ccc(Cl)cc2)cc1 (centres undefined),-22.6,4.2
CCN1CCN(C(c2cc3cccc(C)c3[nH]c2=O)c2nnnn2Cc2ccccc2)CC1 (centres undefined),-18.0,4.8
COc1cccc(CN(C)CC2CCCN(CCc3ccccc3C)C2)c1 (centres undefined),-27.1,7.6
CCCCN1CC(=O)N2[C@H]3c4cc(C)ccc4OC[C@@H]3[C@H](C(=O)OCC)[C@]2(C)C1=O,-25.5,-0.7
COCCn1c(N)c(N(Cc2ccccc2)C(=O)c2ccc3ccccc3c2)c(=O)[nH]c1=O,-2.6,24.0
CN(CC(=O)O)C(=O)c1ccccc1,0.7,11.7
CCC(C)NC(=O)CCc1nc2ccccc2n1-c1ccccc1 (centres undefined),-20.9,28.5
COc1ccc(Nc2ncc(F)c(N3CCOCC3)n2)cc1,-27.2,10.7
CC(=O)Nc1ccc(SCC(=O)c2cc(C)n(C)c2C)cc1,-15.3,6.5
CCCNC(=O)NC(=O)COC(=O)c1cccc(NS(=O)(=O)c2ccc(F)c(F)c2)c1,-33.7,11.5
Cc1noc(C)c1COc1ccc(C(=O)NCCc2ccc(F)cc2)cc1,-4.9,2.2
Cc1nc2ccc(NC(=O)Cc3c(F)cccc3Cl)cc2s1,-28.7,9.3
CC1Cc2ccccc2N1C(=O)COC(=O)c1ccc(Br)o1 (centres undefined),-1.7,28.3
CC1(C)C(=O)NCCN1C(=O)c1ccc2nc(Cc3ccccc3F)oc2c1,-16.2,14.0
CN1CC(=O)N2C(c3cccc([N+](=O)[O-])c3)c3[nH]c4ccccc4c3C[C@H]2C1=O (some centres undefined),-5.9,12.4
O=C(CN(C(=O)c1csnn1)c1ccc(Cl)cc1)NCc1ccc2c(c1)OCO2,-21.9,10.2
C[C@H](NC(=O)C1(c2ccccc2)CCN(C(=O)[C@H]2CSCN2C(=O)OC(C)(C)C)CC1)C(=O)O,3.9,-0.2
O=C(CC(Cc1ccccc1)C(=O)O)Nc1cccc(C(F)(F)F)c1 (centres undefined),4.2,3.1
CCOc1ccc(C(=O)N2CCCCCC2)cc1,-4.7,9.8
O=C(Nc1ccc(-c2nc3ccccc3o2)cc1)c1ccc(N2C(=O)C3C4C=CC(C4)C3C2=O)cc1 (centres undefined),-6.6,11.5
O=S(=O)(NCc1csc(-c2cccnc2)n1)c1cccs1,-6.3,28.2
COc1ccc(Cn2nnnc2C(c2cc3cccc(C)c3[nH]c2=O)N2CCOCC2)cc1 (centres undefined),-19.0,6.1
O=c1[nH]c2ccc(Br)cc2c(-c2ccccc2)c1CN1CCOCC1,2.7,4.0
OC(CNCc1ccccc1F)COc1cccc2ccccc12 (centres undefined),-6.5,14.6
CC(NC(=O)c1ccc(NC(=O)CC2SC(N3CCCC3)=NC2=O)cc1)c1ccccc1 (centres undefined),7.4,9.7
CCCn1c(N)c(N(CCOC)C(=O)CSc2ccccc2)c(=O)[nH]c1=O,-19.8,1.1
COC(=O)c1ccccc1Oc1c(F)c(F)nc(N2CCOCC2)c1F,-4.9,2.6
Cc1ccc2[nH]c(CN3CCC(CO)(CC4CCCCO4)CC3)c(C)c2c1 (centres undefined),-29.1,5.8
CCN1CCN(CCCOc2ccc(-c3ccccc3)cc2)CC1,22.6,5.0
C=CCN(c1cccc(C(F)(F)F)c1)S(=O)(=O)c1cccc(C(=O)OCC(=O)Nc2ccccc2)c1,-23.6,15.4
CCc1cccc(C)c1NC(=O)Nc1c(Br)cnn1C,-20.5,12.6
COc1cc(NC(=O)Cc2ccccc2OC)cc(OC)c1,-19.6,8.6
COc1cc(NC2c3ccccc3C(=O)N2Cc2ccc3c(c2)OCO3)cc(OC)c1OC (centres undefined),-14.3,13.6
CN1CCN(C(=O)CN2C(=O)COc3ccc(S(=O)(=O)N4CCOCC4)cc32)CC1,3.1,11.4
Cc1cc([N+](=O)[O-])ccc1NC(=O)Nc1ccccc1F,-8.4,5.3
# Carrying on.
SMILES,OX1R antag-1,OX1R antag-2
CC1CCCN(C(=O)C2CCN(S(=O)(=O)c3cccc4cccnc34)CC2)C1 (centres undefined),-22.2,7.9
O=C(COC(=O)c1ccc(F)cc1F)NCCNC(=O)COC(=O)c1ccc(F)cc1F,-1.6,31.5
C=CCOc1c2ccc(C(=O)NCCc3ccc(C)cc3)cc2nn1C,-17.4,12.3
COc1ccc(/C=N/NC(=O)c2ccncc2)cc1Cn1nc([N+](=O)[O-])c(Br)c1C,-20.6,27.4
COc1ccccc1N1C(=NC(=O)CCc2ccccc2)SC2CS(=O)(=O)CC21 (centres undefined),-20.7,9.3
Cc1cc2ncn(C3CC(=O)N(Cc4ccccc4)C3=O)c2cc1C (centres undefined),13.1,22.3
COc1ccccc1Oc1ccc(NC(=O)c2ccc(Cl)cc2)cc1,3.7,13.2
COc1ccc(NC(=O)c2ccc(-c3ccccc3)cc2)cc1NS(=O)(=O)c1ccc(F)cc1,17.6,21.2
Cc1ccc(C(=O)NCCSCc2ccc(Cl)cc2Cl)cc1[N+](=O)[O-],-30.6,18.8
O=C(CCn1c(=O)oc2ccccc21)N1CCN(c2ccc(F)cc2)CC1,-15.8,-2.0
Cc1ccc(-c2n[nH]c(=S)n2/N=C\c2ccco2)cc1,-16.6,26.9
CC1CCCCN1CCNC(=O)Cn1nc(-c2ccccc2)ccc1=O (centres undefined),-1.9,4.0
O=C(COC(=O)COc1ccccc1)Nc1cccc([N+](=O)[O-])c1,-8.5,25.1
Cc1c(Cl)cccc1NC(=O)COC(=O)CCc1nc2ccccc2n1-c1ccccc1,-7.8,34.1
COc1cc(OC)c(NC(=O)Cc2cccs2)cc1Cl,-9.3,-9.2
COc1ccc(N2C(=O)c3cccc4cc(Br)cc(c34)C2=O)cc1,-4.6,14.2
Cc1ccc2c([N+](=O)[O-])c(C)ccc2n1,-10.4,6.8
CC1=C(C(=O)OC(C)C)C(c2ccccc2)NC(=S)N1C (centres undefined),-12.2,13.1
CCc1nnc(NC(=O)C2c3ccccc3Oc3ccccc32)s1,-27.6,-7.2
CCn1nnnc1SCC(=O)c1ccc(C)cc1C,-21.0,12.5

# Rewritten with the structure last: part of the list above.
OX1R antag-1	OX1R antag-2	Structure
-1.6	31.5	O=C(COC(=O)c1ccc(F)cc1F)NCCNC(=O)COC(=O)c1ccc(F)cc1F
-17.4	12.3	C=CCOc1c2ccc(C(=O)NCCc3ccc(C)cc3)cc2nn1C

# Profiles from above. Values in the order: OX1R antag-1	OX1R antag-2
# Listed for COc1ccccc1Oc1ccc(NC(=O)c2ccc(Cl)cc2)cc1 = 3.7	13.2
# Listed for COc1ccc(N2C(=O)c3cccc4cc(Br)cc(c34)C2=O)cc1 = -4.6	14.2
# Listed for CCn1nnnc1SCC(=O)c1ccc(C)cc1C = -21.0	12.5
# Listed for Cc1cc2ncn(C3CC(=O)N(Cc4ccccc4)C3=O)c2cc1C (centres undefined) = 13.1	22.3

# (cont.)
SMILES,OX1R antag-1,OX1R antag-2
O=C(CSc1nnc(CNC(=O)c2cccc(C(F)(F)F)c2)o1)NC1CCCC1,-13.6,2.3
CCN(CC(=O)NCc1ccc(F)cc1)C(=O)c1ccc(COc2ccccc2)cc1,-17.8,26.9
COCc1nc2ccccc2n1CCc1ccccc1,-21.7,19.8
NC(=O)c1cc(S(=O)(=O)N2CCOCC2)ccc1N1CCCC1,-11.2,14.2
O=C(CSc1ncn[nH]1)NNC(=O)c1ccccc1,0.6,2.7
CC(=O)c1c(COC(=O)c2ccc(Cl)cc2)nc2ccccc2[n+]1[O-],-25.7,6.2
COc1ccccc1CNS(=O)(=O)c1cccc2nsnc12,5.9,38.6
Cc1ccc(C(=O)N2CCN(C(=O)c3ccccc3)C2c2ccc(N(C)C)cc2)cc1 (centres undefined),-31.4,18.1
CCc1cccc(C)c1NC(=O)CSc1nnc(C)o1,2.5,8.5
O=C(NCCNCCO)C1(C(F)(F)F)C/C(=C\Cc2ccccc2)CCCO1 (centres undefined),-21.8,8.3
CCCCC1(CC)C(=O)NC(=O)NC1=Nc1ccc(OC)cc1 (centres undefined),-9.3,4.4
COc1ccc(S(=O)(=O)N(C)C[C@H]2Oc3ccc(NC(=O)NC4CCCCC4)cc3C(=O)N([C@H](C)CO)C[C@@H]2C)cc1,-23.0,1.2
COC(=O)CCCC1=CC2=CC(=O)C(C)(OC(=O)c3cccs3)C(=O)C2=CN1c1ccccc1 (centres undefined),-19.1,53.3
Cc1[nH]nc2c1C1(CCC(c3ccccc3)CC1)C(C#N)=C(N)O2 (centres undefined),-22.0,5.7
COc1ccc(OCc2cc(C(=O)N3CCCC(CO)C3)no2)c2ccccc12 (centres undefined),-9.8,25.9
Nc1ccc(O)c2ccccc12,2.6,30.8
O=C(NC1CCCCCC1)C1CCCN(c2ncccn2)C1 (centres undefined),-30.9,12.2
COc1ccccc1-c1nnc2n1N=C(c1ccc(OC(F)F)c(OCC3CC3)c1)CS2,-8.6,9.1
CCC(=O)Oc1ccc(-c2nc(-c3cccnc3)no2)cc1,-10.2,5.8
COc1cccc(-c2nn(Cc3ccccc3)cc2CO)c1,-26.8,13.9
CC1(C(=O)O)CC(C)(C(=O)O)CC(C)(C(=O)O)C1 (centres undefined),-10.9,5.7
Nn1c(CN2CCCCC2)nc2ccccc2c1=O,-20.9,7.3
O=C(O)c1cccc(NC(=S)NC(NC(=O)c2ccccc2[N+](=O)[O-])C(Cl)(Cl)Cl)c1 (centres undefined),-15.6,12.5
CC(=O)N1CCN(S(=O)(=O)c2cccc(C(=O)Nc3nccs3)c2)CC1,7.1,9.9
CCCCCCCCCCCC(=O)NC(Cc1ccc(OC)c([N+](=O)[O-])c1)C(=O)O (centres undefined),-2.4,14.8
CCCCNC(=S)NNC(=O)c1ccoc1C,-11.4,4.5
CCCCOP(=O)(c1ccc(N(C)C)cc1)C(O)c1cc(OC)c(OC)c(OC)c1 (centres undefined),2.0,17.5
CC(NC(=O)COc1ccc(Br)cc1)C1CCCO1 (centres undefined),-6.6,22.6
Cc1cc(C)cc(NC(=S)N(CCN(C)C)Cc2cccs2)c1,-16.5,18.0
NS(=O)(=O)c1ccc(CCNc2nc(CN3CCOCC3)nc3sc4c(c23)CCC4)cc1,-12.0,13.1
Cc1c(NC(=O)C(C)OC(=O)CC2Sc3ccccc3NC2=O)c(=O)n(-c2ccccc2)n1C (centres undefined),-4.0,5.6
CCCN(C(=O)c1cn(CC)c2nc(C)ccc2c1=O)c1c(N)n(Cc2ccccc2)c(=O)[nH]c1=O,-9.1,11.2
Cc1ccc(-n2c(=O)c3sccc3n(Cc3cc(=O)n4ccccc4n3)c2=O)cc1,-23.1,20.1
COc1cccc(-c2ccnc3[nH]n(-c4ccccc4)c(=O)c23)c1,-19.7,14.8
CC(C)(C)C1CCC(OCC(O)CN2CCCC2)CC1 (centres undefined),-5.2,3.3
C#CC[N+]1(CC#Cc2ccccc2)CCOCC1,2.3,19.8
O=C(CCCn1c(=O)[nH]c2cc(Cl)ccc2c1=O)NC1CCCCCCC1,-8.8,17.4
CCN(CC)CCN1C(=O)C(=O)/C(=C(/O)c2c(C)[nH]c(C(=O)OC)c2C)C1c1ccc(OC)cc1 (centres undefined),-11.5,11.3
CCOc1ccccc1N=C1NC(=O)CS1,-11.5,5.3
COc1ccc2c(CC(=O)Nc3ncc(C)s3)coc2c1,-10.9,5.4

# Screens from PubChem.
